GLP1R cytotox: qHTS of GLP-1 Receptor Inverse Agonists: Cytotox Screen | Potency, µM (highest dose often 38.3 µM), for inactives: at the highest dose activity change, negative = inhibition, usual class: inhibitors | HEK293 cAMP-luciferase reporter cells, luminescence, 24 h | AID 624418, 2012 | actives 0.13% (n = 410,000);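 note: loss of luciferase light is scored as toxicity; potency is the fitted concentration of half-maximal effect; % is set by controls: 0 for no effect and ±100 for the full control effect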
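Step one: seed cells (200 cells/uL, DMEM with 10% Nu serum, 1% pen-strep). Step two: 12-hour incubation at 37 deg C. Step three: pin 23 nL compound, incubate 24 hr. Step four: add luciferase reagent, read luminescence 12 min later.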
SW480 rerep: A quantitative high throughput screen for small molecules that induce DNA re-replication in SW480 colon adenocarcinoma cells | SW480 DNA re-replication, Hoechst DNA content imaging, 48 h | actives 1.8% (n = 340,000) | Potency, µM (titrated, usually from 46.1 µM), without a hit: at the highest dose re-replication activation, hits mostly activators; note: potency is the fitted concentration of half-maximal effect; % of control where 0% means no effect; nearly all actives have a fitted effect of over 55% in size
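First, 250 cells per well were seeded. Next, compound or vehicle (23 nL) was pinned in, plates sat 48 hr at 37 C. Finally Hoechst was added for 40 min before fluorescence scanning.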
HT1080 IDH1KD tx: qHTS for induction of synthetic lethality in tumor cells producing 2HG: qHTS for the HT-1080-IDH1KD cell line | HT-1080 IDH1 knockdown viability, ATP luminescence, 48 h | Potency, µM (highest dose often 46.1 µM), without a hit: at the top dose activity, negative = toxicity, actives largely listed as cytotoxic | actives 2% (n = 360,000) | AID 686971, 2013;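 note: potency is the fitted concentration of half-maximal effect; 0% = DMSO wells and -100% = cell-free medium wells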
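Cytotoxicity counter-line: IDH1KD HT-1080, 48 h, CellTiter-Glo. Curves classed by r2, magnitude and activity.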
HT1080-NT tox: qHTS for induction of synthetic lethality in tumor cells producing 2HG: qHTS for the HT-1080-NT fibrosarcoma cell line; HT-1080-NT fibrosarcoma viability, CellTiter-Glo ATP luminescence, 48 h; Potency, µM (top dose mostly 46.1 µM), for inactives: at the highest dose activity, negative = less viability, most hits filed as cytotoxic; actives 1.6% (n = 360,000); AID 686970, 2013;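 note: NT is the 2HG producing partner of a matched IDH1 knockdown line; potency is the fitted concentration of half-maximal effect; 0% = DMSO-treated cells and -100% = media-only wells without cells; nearly all actives have a fitted effect of over 55% in size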
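Fibrosarcoma NT cells, 750 per well in 5% FBS RPMI, were exposed to compound for 48 hours. Viability: CellTiter-Glo luminescence.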
IL-1B inflam inh: qHTS for Inhibitors of Inflammasome Signaling: IL-1-beta AlphaLISA Primary Screen | AID 743279, 2014 | actives 4.7% (n = 360,000) | activity change, % at 57.5 µM | THP-1 LPS/ATP IL-1B secretion, AlphaLISA, 16 h; stronger effect = lower value; in the data active = activity change below about -50%; inconclusive = mostly about -30% to -49%; note: % is set by controls: 0 for no effect and ±100 for the full control effect
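THP-1 cells pretreated 1 hr with compounds (up to 57.5 uM final), then stimulated with LPS (250 ng/mL final) plus ATP (1.25 mM final); secreted IL-1B measured by AlphaLISA after 16 hr, decreased signal indicating inhibition.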
KB-3-1 tox: qHTS assay for MDR1-selective chemotherapeutics: Primary screen using the parental adenocarcinoma cell KB-3-1 | Potency, µM (doses to about 46.1 µM), without a hit: at the top dose activity change, negative = cytotoxic, most hits filed as cytotoxic | actives 1.4% (n = 400,000) | KB-3-1 viability, CellTiter-Glo ATP luminescence, 72 h; note: potency is the fitted concentration of half-maximal effect; % is set by controls: 0 for no effect and ±100 for the full control effect; nearly all actives have a fitted effect of over 60% in size
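Cells are dispensed, compounds pinned in, plates held at 37 °C for 72 h, then CellTiter-Glo is added and luminescence read after 10 minutes. Cell line: parental KB-3-1 in phenol-red-free DMEM, 10% FBS.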
D3 ag: qHTS of D3 Dopamine Receptor Agonist: qHTS; D(3) dopamine receptor (Homo sapiens), P35462; actives 0.58% (n = 410,000); max activation, %; D3R DiscoveRx beta-arrestin cells, luminescence, 90 min; in the data active = max activation above about 30%; note: 0% is about no effect; mostly tested at two doses, the higher about 12 µM
Target sequence (P35462 whole entry, looked up): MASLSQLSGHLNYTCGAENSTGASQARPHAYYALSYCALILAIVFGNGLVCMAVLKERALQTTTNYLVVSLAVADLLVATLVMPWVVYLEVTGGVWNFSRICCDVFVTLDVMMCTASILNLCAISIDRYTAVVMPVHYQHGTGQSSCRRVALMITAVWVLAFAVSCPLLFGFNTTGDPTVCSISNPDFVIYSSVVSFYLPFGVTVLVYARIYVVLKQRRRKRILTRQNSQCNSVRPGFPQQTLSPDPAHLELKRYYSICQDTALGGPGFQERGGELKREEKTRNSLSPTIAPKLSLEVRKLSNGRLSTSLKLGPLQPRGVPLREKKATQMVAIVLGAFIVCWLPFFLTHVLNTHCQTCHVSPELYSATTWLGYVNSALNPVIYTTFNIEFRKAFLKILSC
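Agonist-mode cell screen: cells plated at 1500/well and incubated overnight at 37 °C, then exposed to library compounds for 90 min at 37 °C. Detection reagent was added for 30–60 min at room temperature, and luminescence was read.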
MCF10A rereplic: A quantitative high throughput screen for small molecules that induce DNA re-replication in MCF 10a normal breast cells | MCF 10A DNA re-replication, Hoechst nuclear intensity, 48 h | Potency, µM (doses to about 46.1 µM), inactives show top-dose activity, positive = re-replication, actives largely listed as activators | actives 2.9% (n = 350,000) | AID 624296, 2012; note: potency is the fitted concentration of half-maximal effect; % of control where 0% means no effect; nearly all actives have a fitted effect of over 50% in size
KB-V1 MDR tox: qHTS assay for MDR1-selective chemotherapeutics: Primary screen using the drug-selected MDR subline cells KB-V1; KB-V1 MDR cells viability, CellTiter-Glo, 72 h; Potency, µM (series often up to 46.1 µM), without a hit: at the top dose activity change, negative = cytotoxicity, usual class: cytotoxic; actives 3.4% (n = 400,000); note: potency is the fitted concentration of half-maximal effect; % is set by controls: 0 for no effect and ±100 for the full control effect; nearly all actives have a fitted effect of over 60% in size
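qHTS viability screen in drug-selected KB-V1 MDR cells: 72 h compound treatment at 37 degrees C, ATP luminescence end point.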
* = called active by the depositor; ? = inconclusive; . = not tested or not shown; [ ] = dose if it differs, or a comment. Unless noted, calls come from the whole dose curve; as a rule, active = well fitted curve in the direction sought with a large enough effect; inconclusive = small, poorly fitted or top-dose-only effect, or another doubt; inactive = no such curve, though single readings can be large; an effect the other way counts as inactive or inconclusive. Outcome played no part in choosing rows; any-hit rate near 11%.

Below each compound – GLP1R cytotox, SW480 rerep, HT1080 IDH1KD tx, HT1080-NT tox, IL-1B inflam inh, KB-3-1 tox, D3 ag, MCF10A rereplic, KB-V1 MDR tox
- COc1ccc(NC(=O)NNC(=O)c2cc3ccccc3cc2O)cc1
 : 5%, ?, 0%, -5%, 23, 24%, 8, 4%, 23%
- Cc1cc(C)c(NC(=O)Nc2ccccc2)c(C)n1
 : 1%, 8%, 0%, -5%, 4, -2%, 0, 15%, ?
- O=C(COC(=O)c1ccccc1SCC(=O)N1CCCC1)NC1CCS(=O)(=O)C1 (stereo unspecified)
 : 6%, 2%, 0%, -15%, 0, -19%, -3, 29%, 2%
- Cc1ccc2c(c1)-c1c(cnn1CC(=O)Nc1ccccc1N1CCN(C)CC1)CO2
 : -3%, -4%, -23%, -14%, -25, 0%, 0, -7%, 2%
- O=C(Nc1ccccc1N(C(=O)c1ccco1)S(=O)(=O)c1cccs1)c1ccco1
 : -20%, ?, ?, ?, 59, -4%, 5, ?, -10%
- Cc1c(OCc2ccccc2)c(=O)ccn1Cc1ccccc1
 : -22%, 0%[9.22 µM], 10%, 5%, -18, 5%, -1, -3%, 2%
- CCOc1ccc(NC(=O)CCC(=O)O)cc1
 : 5%, -6%, 7%, -9%, 37, 6%, 1, 4%, 21%
- C=CCSc1nc2sc(C)c(C)c2c(=O)n1CC=C
 : 5%, -11%, 2%, 11%, 33, 0%, 1, ?, 2%
- CCn1c(=S)sc2c(=O)n(CC(=O)Nc3ccccc3)c(C)nc21
 : -8%, 2%, -12%, -9%, -6, -22%, -8, 14%, ?
- CN(C)CCCCOc1ccc(Br)cc1Cl
 : 5%, -5%, ?, ?, -16, -3%, -17, 23%, -6%
- CCCc1nc2ccc(NC(=O)c3ccco3)cc2c(=O)n1Cc1ccc(Cl)cc1
 : -18%, -6%, -2%, -2%, -11, -2%, -5, 10%, 0%
- O=CNC(=O)c1ccccc1C(=O)O
 : 10%, -5%, -1%, 1%, 5, 0%, 11, -5%, 22%
- COc1ccc(S(=O)(=O)N2CCNCC2)cc1OC
 : -14%, 1%, -1%, 6%, 40, 3%, 2, -17%, 2%
- Cc1cc(C)cc(NS(=O)(=O)c2ccc3[nH]c(=O)ccc3c2)c1
 : -11%, 4%, ?, ?, 0, 16%, 1, ?, 1%
- Cc1ccc(Cl)cc1N1CCN(Cc2cc3c(cc2O)CCC3)CC1
 : 9%, -21%, 0%, 0%, 24, -5%, -1, 5%, 17%
- CN1/C(=C\C(=O)COC(=O)c2ccc(O)cc2)C(C)(C)c2ccccc21
 : -1%, -28%, 3%, -14%, 3, ?, 12, 2%, ?
- Cc1occc1C(=O)Nc1cc(C(F)(F)F)ccc1Cl
 : 0%, -6%, 24%, 21%, 6, 15%, -1, 3%, 1%
- CCC[C@H]1CN(c2ccc(Br)cc2)C(=O)[C@@H]1CC(=O)NC
 : 0%, ., -4%, -10%, -6, -24%, 2, ., -16%
- O=C(NCc1ccccc1)C1=C[C@@H](c2csc3ccccc23)C[C@@H](OCCCCO)O1
 : -14%, 14%, ?, -28%, -12, 5.8µM*, 0, -6%, ?
- Cc1ccc(C(=O)N(C)CC(=O)Nc2ccc(N3CCOCC3)cc2)s1
 : 5%, -41%[inhibitor], 11%, 11%, -7, 10%, -4, ?, 19%
- C=CCC(NCc1ccco1)c1ccc(OC)c(OC)c1 (stereo unspecified)
 : 1%, -3%, 5%, 2%, 9, -1%, 5, 9%, -12%
- CCCCn1c(=O)[nH]c2ccccc21
 : 0%, 0%, 10%, 0%, -29, 0%, 3, -1%, 1%
- Cc1ccc(S(=O)(=O)N2CCC(=O)N(C(COCc3ccc(C(F)(F)F)cc3)Cc3ccccc3)CC2)cc1 (stereo unspecified)
 : -19%, 25%, -2%, 3%, -17, -5%, -6, 3.7µM*, -1%
- Cc1nc(C(C)NC(=O)c2cc(COc3ccc(F)c(F)c3)on2)cs1 (stereo unspecified)
 : 1%, 6%, -3%, 5%, -8, ?, 4, 1%, 30%
- COc1ccccc1NC(=O)/C(=C\c1cccnc1)NC(=O)c1ccccc1
 : 6%, -1%, 2%, 11%, 18, 18%, 20, -3%, -24%
- CCC(=O)N1CCc2cc(S(=O)(=O)N3CCN(C(=O)c4ccco4)CC3)ccc21
 : 6%, 19%, -2%, -2%, -12, -21%, -12, 14%, -12%
- Cc1ccc2[nH]c3c(c2c1)CCCC3NCCO (stereo unspecified)
 : -4%, 0%[9.22 µM], -27%, ?, -30, -9%, -18, 14%, -14%
- CCCc1cc(=O)[nH]c(SCC(=O)c2cc(C)n(C3CC3)c2C)n1
 : -17%, -6%, 1%[9.24 µM], -1%, 15, -8%, 2, 0%, ?
- Cc1cc(-c2ccc(S(=O)(=O)N3CCN(c4cccc(C)c4C)CC3)s2)on1
 : 5%, -8%, 7%, -1%, 45, -17%, 1, -10%, -4%
- Cc1cccc(Nc2nnc(-c3ccc(C)c(S(=O)(=O)N4CCCCC4)c3)c3ccccc23)c1
 : -19%, ., ., ., ., -4%, -9, ., -12%
- O=S(=O)(c1ccc(Cl)cc1)N1CCN(C(=S)NCC2CCCO2)CC1 (stereo unspecified)
 : 1%, 0%, -18%, -6%, -4, -13%, -17, -2%, 0%
- CCCCOP(=O)(c1ccc(N(C)C)cc1)C(O)c1ccc(C(C)C)cc1 (stereo unspecified)
 : -12%, 0%, -1%, 2%, -8, ?, 8, 7%, 2%
- Cc1ccc(-n2nc3c(N4CCC(C(=O)N5CCCCCC5)CC4)nnc(C)c3c2C)cc1
 : -23%, 1%, -10%, -1%, -9, -17%, -8, -2%, 6%
- COC(=O)CC1Oc2ccc(Cl)cc2-n2cc(-c3ccc(F)cc3)nc21 (stereo unspecified)
 : 0%, ., ., ., ., 3%, 50*, ., -9%
- Cc1ccnc(NC(=O)c2ccc([N+](=O)[O-])o2)c1
 : 12%, 5.8µM*, -24%, ?, ., ?, -4, 4.1µM*, -15%
- COc1ccc(-c2cc(C(=O)NCCc3ccccc3)c3c(-c4ccccc4)[nH]nc3n2)cc1
 : 6%, ., ., ., ., 3%, 1, ., ?
- O=C1CC(c2ccccc2)c2c(n3ncnc3[nH]c2=O)N1 (stereo unspecified)
 : 2%, ., ., ., ., -3%, 3, ., ?
- S=C(c1ccc(-c2cccc(Cl)c2)o1)N1CCOCC1
 : 0%, -8%, 3%, 0%, -2, 6%, -7, -4%, 0%
- COc1ccc(C(O)c2nc(-c3ccoc3)cs2)cc1 (stereo unspecified)
 : 3%, ., -1%, 14%, -22, 0%, 10, ., 3%
- CCOc1ccccc1OCCCC(=O)N(C)CC(=O)Nc1cc(C)ccc1C
 : -2%, ?, 8%, -2%, 10, -1%, 8, 0%, ?
- N#CC1(C#N)CC(C=O)=C(N)C1(C#N)CC(=O)C12CC3CC(CC(C3)C1)C2 (stereo unspecified)
 : -28%, ?, ?, ?, -102*, 0%, 3, 18µM*, 13%
- O=C1NC[C@H](Cc2ccc(O)cc2)N(C[C@@H]2CCCN2C[C@H](Cc2ccccc2)N2C[C@H](Cc3ccccc3)N(CC3CCCCCC3)C(=O)C2=O)C1=O
 : 4%, ., ?, ?, -17, -16%, -2, ., 2%
- CC1=C(C(=O)N2CCOCC2)CC(CC(=O)NCCCCc2ccccc2)C(=O)N1CCCN1CCCC1=O (stereo unspecified)
 : -1%, ., 14%, 10%, 20, 0%, -2, ., ?
- Cc1ccccc1CN1CCN(S(=O)(=O)c2ccc(F)cc2)CC1
 : -7%, -4%, 1%, -3%, -4, -19%, -1, 15%, ?
- Cc1c([N+](=O)[O-])c([N+](=O)[O-])nn1CC(=O)NCCc1ccccc1
 : -1%, -4%, 14%, 14%, -90*, -7%, 1, 0%, 17%

In another format: entries from further up
molecule,GLP1R cytotox,SW480 rerep,HT1080 IDH1KD tx,HT1080-NT tox,IL-1B inflam inh,KB-3-1 tox,D3 ag,MCF10A rereplic,KB-V1 MDR tox
Cc1ccnc(NC(=O)c2ccc([N+](=O)[O-])o2)c1,12%,5.8µM*,-24%,?,.,?,-4,4.1µM*,-15%
COc1ccc(-c2cc(C(=O)NCCc3ccccc3)c3c(-c4ccccc4)[nH]nc3n2)cc1,6%,.,.,.,.,3%,1,.,?
O=C1CC(c2ccccc2)c2c(n3ncnc3[nH]c2=O)N1 (stereo unspecified),2%,.,.,.,.,-3%,3,.,?
S=C(c1ccc(-c2cccc(Cl)c2)o1)N1CCOCC1,0%,-8%,3%,0%,-2,6%,-7,-4%,0%
COc1ccc(C(O)c2nc(-c3ccoc3)cs2)cc1 (stereo unspecified),3%,.,-1%,14%,-22,0%,10,.,3%
CCOc1ccccc1OCCCC(=O)N(C)CC(=O)Nc1cc(C)ccc1C,-2%,?,8%,-2%,10,-1%,8,0%,?
N#CC1(C#N)CC(C=O)=C(N)C1(C#N)CC(=O)C12CC3CC(CC(C3)C1)C2 (stereo unspecified),-28%,?,?,?,-102*,0%,3,18µM*,13%
O=C1NC[C@H](Cc2ccc(O)cc2)N(C[C@@H]2CCCN2C[C@H](Cc2ccccc2)N2C[C@H](Cc3ccccc3)N(CC3CCCCCC3)C(=O)C2=O)C1=O,4%,.,?,?,-17,-16%,-2,.,2%
CC1=C(C(=O)N2CCOCC2)CC(CC(=O)NCCCCc2ccccc2)C(=O)N1CCCN1CCCC1=O (stereo unspecified),-1%,.,14%,10%,20,0%,-2,.,?
Cc1ccccc1CN1CCN(S(=O)(=O)c2ccc(F)cc2)CC1,-7%,-4%,1%,-3%,-4,-19%,-1,15%,?
